# High-throughput results: PubChem, several laboratories
# PPC-1+TRAIL kill – compounds killing PPC-1 cancer cells with TRAIL present (potentiator screen, no TRAIL-free arm). cell killing (% activity), % at 4 µM. PPC-1 cells + TRAIL, ATPLite viability luminescence. 0.41% of 220,000 active. AID 1443;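 active = cell killing above 50% in the first pass at 4 µM, then a duplicate retest at 5 µM averaging 50% or more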;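 also: plate controls were cells with TRAIL plus DMSO for no effect and medium-only wells lacking cells for full effect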
# m-calpain inh – inhibitors of pig calpain II. purified calpain II, fluorogenic peptide substrate, 30 min. inhibition, % at 16 µM. 0.37% of 220,000 active. AID 1236;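 active = inhibition above about 50%, limit read from the data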
# Furin inhibitor – blocks human furin protease activity | P09958 | purified furin, fluorogenic substrate cleavage | inhibition, % at 30 µM | 0.061% of 220,000 active; in the data active = inhibition above about 25%; also: inactives centre near -15
# EBV gp42 block – EBV gp42 inhibition; Q1HVG2; Fluorescence polarization binding assay, mP read-out; inhibition, % (tested at 21.74 µM); 0.42% of 220,000 active; AID 1085; in the data active = inhibition above about 50%
# TRPML3 ag – agonists of human TRPML3 channel; Q8TDD5; HEK293 TRPML3-YFP, Fluo-8 calcium fluorescence; 100% = the carbachol control signal; activation, % at 3 µM; 0.29% of 220,000 active;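 active = activation above its plate's cutoff, the mean activation of the plate's test wells plus 3 SD, cut at about 12% in these data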;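 also: 0% = DMSO only wells and 100% = carbachol wells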
#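 Test system – HEK293 line with stable expression of human TRPML3-YFP channel · Control set – carbachol 87 µM final as high control (100%), DMSO as low control (0%) · Signal – Fluo-8 calcium dye fluorescence, ex 470-495, em 515-575 nm · Incubation – 1-h 37 °C dye load, 5-s basal, 120-s post-compound reads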
# Cl transport mod – KCC2 (human) Cl- transport modulation; Q9H2X9; KCC2 cells, thallium flux FluoZin-2 fluorescence; B-score of Tl+ flux slope (higher = more flux/activation; lower = inhibition) at 10 µM; 2.2% of 190,000 active;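 active = thallium flux slope and its plate-corrected score both differing from the plate sample mean at a set confidence after two filtering rounds, in either direction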;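 also: slope of fluorescence scaled to starting intensity during 10 to 20 s after thallium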
# Target sequence (Q9H2X9 whole entry, looked up): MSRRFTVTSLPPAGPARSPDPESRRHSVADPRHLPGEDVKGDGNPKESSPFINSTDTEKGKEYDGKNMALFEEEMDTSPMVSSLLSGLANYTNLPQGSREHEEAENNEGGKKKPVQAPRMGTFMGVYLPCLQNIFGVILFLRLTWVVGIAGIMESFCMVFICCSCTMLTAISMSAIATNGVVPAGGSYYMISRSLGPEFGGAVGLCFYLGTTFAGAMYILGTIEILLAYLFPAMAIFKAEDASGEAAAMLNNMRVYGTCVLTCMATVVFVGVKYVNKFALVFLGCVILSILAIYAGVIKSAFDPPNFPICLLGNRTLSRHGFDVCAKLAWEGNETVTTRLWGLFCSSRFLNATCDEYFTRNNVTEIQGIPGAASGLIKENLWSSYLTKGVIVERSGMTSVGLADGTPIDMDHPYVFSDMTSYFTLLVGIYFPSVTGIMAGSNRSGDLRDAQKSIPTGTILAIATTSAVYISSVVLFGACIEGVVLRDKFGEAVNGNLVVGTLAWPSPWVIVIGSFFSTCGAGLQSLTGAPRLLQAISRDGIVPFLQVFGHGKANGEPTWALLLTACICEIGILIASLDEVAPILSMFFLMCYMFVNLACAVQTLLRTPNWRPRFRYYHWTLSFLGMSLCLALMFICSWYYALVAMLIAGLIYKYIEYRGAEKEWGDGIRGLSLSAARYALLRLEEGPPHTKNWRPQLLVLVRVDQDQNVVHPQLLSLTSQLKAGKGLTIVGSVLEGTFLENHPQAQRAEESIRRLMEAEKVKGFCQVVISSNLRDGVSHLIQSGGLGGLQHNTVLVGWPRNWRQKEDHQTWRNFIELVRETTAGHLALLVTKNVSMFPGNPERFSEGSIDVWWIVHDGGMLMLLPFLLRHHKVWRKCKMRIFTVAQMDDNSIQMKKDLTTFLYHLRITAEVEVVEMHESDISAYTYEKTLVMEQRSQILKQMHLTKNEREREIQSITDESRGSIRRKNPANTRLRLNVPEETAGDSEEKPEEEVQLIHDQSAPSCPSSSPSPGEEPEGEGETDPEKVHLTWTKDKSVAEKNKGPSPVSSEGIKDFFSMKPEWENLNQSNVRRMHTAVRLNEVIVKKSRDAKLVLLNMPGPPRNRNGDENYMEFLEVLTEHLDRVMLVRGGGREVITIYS
# thrombin 1536 – thrombin (human) inhibition; P00734; alpha-thrombin, Boc-VPR-AMC fluorogenic substrate cleavage; inhibition, % at 5 µM; 0.26% of 220,000 active;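 active = inhibition at or above 40%; inactive = inhibition below 40%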;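 also: 0% = enzyme with no compound and 100% = wells without enzyme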
#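 Material: human alpha-thrombin enzyme / Medium: pH 7.5 Tris (50 mM) with NaCl 150 mM, Tween 20 0.05% / Compound: single-point dosing at 5 µM, 0.2% DMSO / Incubation: enzyme reaction carried out at room temperature / Detection: AMC fluorescence, 355/460 nm / Read-out basis: percent inhibition scaled between no-compound controls and no-enzyme blanks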
# TbHK1 inh – blocks Trypanosoma brucei hexokinase 1 activity; recombinant TbHK1, G6PDH-coupled NADH A340; inhibition, % at 10 µM; 0.11% of 220,000 active;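 active = inhibition of 50% or more in the single-dose primary screen; inactive = inhibition below 50%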
# TRPN1 ag – activates the zebrafish TRPN1 channel; activation, % at 3 µM; HEK293 zebrafish TRPN1-YFP, Fluo-8 calcium fluorescence; 100% = response to 87 µM carbachol; 0.18% of 220,000 active;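 active = activation above its plate's cutoff, the mean activation of test wells on that plate plus 3 SD, cut at about 19% in these data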;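 also: 0% = DMSO alone and 100% = 87 µM carbachol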
#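 Material: zebrafish TRPN1-YFP in HEK293 cells. Doses: one dose of 3 µM, 0.3% DMSO. Incubation: dye 1 h 37 °C plus 30 min RT. Measured by: intracellular calcium fluorescence with Fluo-8.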
# * = called active by the depositor; i = inactive; . = not tested or not shown; [ ] = another dose, or the depositor's remark.
SMILES,PPC-1+TRAIL kill,m-calpain inh,Furin inhibitor,EBV gp42 block,TRPML3 ag,Cl transport mod,thrombin 1536,TbHK1 inh,TRPN1 ag
CC1=C(CC(=O)O)c2cc(F)ccc2/C1=C\c1ccc(S(C)=O)cc1 (centres undefined),-1,-19,-12,-17,.,0.13,3,-52,.
COc1ccc(-n2cnnc2SCC(=O)N(C)C2CCS(=O)(=O)C2)cc1 (centres undefined),-1,-37,-16,-21,0.2,-0.17,-5,1,0.5
CCOc1ccc(CN2CCNC(=O)C2CC(=O)NCCCn2ccnc2)cc1 (centres undefined),8,-25,-24,-2,0.7,-0.32,-5,-14,0.9
CCOc1ccc(C(F)(F)F)cc1NC(=O)c1ccc(OC)c([N+](=O)[O-])c1,11,-12,-13[20 µM],-14,0.2,0.096,2,1,-0.7
COc1ccc(/C(C)=N\Nc2nc(-c3ccc(Cl)cc3)cc(C(F)(F)F)n2)cc1OC,5,18,-14,-8,0.2,-0.39,-4,-18,-1.6
CCOc1ccc(S(=O)(=O)NCc2ccccc2OC)cc1,30,7,-13,-8,0.0,-0.89,1,0,1.1
COc1cc(OC)cc(-c2cc3nc(C)c(CCC(=O)NCc4ccccc4)c(C)n3n2)c1,-8,-59,-16,0,-1.4,0.29,0,-16,-1.0
COc1ccc(C(=O)N/C(=C/c2cccs2)C(=O)NN)cc1OC,12,-299,-6,-1,1.2,-1.4,-22,-31,1.9
O=[N+]([O-])c1cccc(S(=O)(=O)N2CCCCCC2)c1,16,-8,-11,-2,1.1,0.042,-3,31,-0.7
COCCNC(=O)C(=O)N/N=C(\C)CC(=O)Nc1cccc(C(F)(F)F)c1,-5,2,-5,-7,-0.4,-0.054,-4,-9,-0.7
CCc1nnc(SCCSc2nnc(CC)n2N)n1N,22,11,-23[20 µM],-21,0.8,0.42,2,-2,-0.2
COC(=O)c1[nH]c2ccc(Cl)cc2c1NC(=O)C1CC1,15,-42,-19,-10,-0.4,.,13,-8,1.5
Cc1ccc(-c2csc(N(CCCN(C)C)C(=O)c3ccco3)n2)cc1,.,-32,-22,-17,0.4,0.52,-2,1,-0.1
O=C(O)c1ccc(CSc2ncnc3c2cnn3Cc2ccccc2)cc1,6,24,-2,-14,-0.6,2.3,-4,-12,2.9
C=CCn1c(SCc2nc3ccccc3[nH]2)nnc1-c1cccc(OC)c1,2,8,-3[20 µM],-11,0.7,0.061,5,-4,3.2
Cc1ccc(C(=O)NCCc2nnc3ccc(SCC(=O)Nc4ccccc4C)nn23)cc1,-3,18,-15,-11,0.3,0.017,30,-2,0.2
COc1ccccc1N(C(=O)Cn1nnc2ccccc21)C(C(=O)NCc1ccco1)c1ccc(C)o1 (centres undefined),27,19,-13,-6,5.5,-1.3,3,-2,7.0
CCc1nnc(NC(=O)CN2C(=O)CCC2=O)s1,2,12,-13,-2,0.3,-0.021,-7,30,-0.8
O=C(OCCCN1CCCCC1)c1ccc(O)cc1,34,-1,-19,-31,-0.2,-0.95,3,-1,1.7
Cc1cc(C)c(C)c(OCCCCn2cnc3ccccc3c2=O)c1,9,10,-20,-9,-1.1,-0.0074,-2,-2,-1.4
Cc1coc2cc3oc(=O)c(Cc4ccccc4)c(C)c3cc12,10,-57,-18,-5,0.6,0.51,-12,-11,-0.2
Cc1c(C(=O)N/N=C/c2ccccc2)[nH]c2ccc(Cl)cc12,17,10,-16,-1,1.3,0.25,-2,-10,2.1
CSc1ccc(/C=C/c2ccc3cccc(O)c3n2)cc1,15,-13,-6,-20,0.2,3.3,-6,-5,0.1
Nc1ncn(C23CC4CC(CC(C4)C2)C3)n1,-6,-13,-13[20 µM],-4,0.7,-0.78,3,-7,0.3
COc1ccc(C)cc1S(=O)(=O)N1CCN(S(=O)(=O)c2cc(C)ccc2OC)C(C)C1 (centres undefined),-6,-30,-11,-11,0.1,.,-1,-11,1.1
O=C(CSc1cccc[n+]1[O-])N1CCCc2ccccc21,-3,-1,-11,-13,0.0,1.1,-7,-3,-0.5
O=C(Nc1ccc2nc(-c3cccs3)c(-c3cccs3)nc2c1)N1CCOCC1,5,-218,-11[20 µM],-21,1.6,.,2,4,1.1
CN(C)c1ccc(N/C=C/C(=O)C(F)(F)F)cc1,-2,1,-29,-6,0.7,-0.67,-24,-8,-0.5
COc1cc(/C=C/C(=O)NCc2cccnc2)cc(OC)c1OC,3,-91,-13[20 µM],-13,-0.6,-0.058,5,-9,1.0
CC1CCc2c(sc(NC(=O)COC(=O)c3ccccc3NCc3ccco3)c2C#N)C1 (centres undefined),8,-127,-20[20 µM],-31,0.8,1,-2,-5,-0.1
O=C(CN1CCOCC1)Nc1ccc(N2CCN(c3ccccc3)CC2)c(F)c1,26,5,7,-9,0.9,0.22,-1,9,1.5
CNC(=O)N(O)C1N(NC(=O)Nc2cccc3ccccc23)C(=S)SC1(C)C (centres undefined),-10,3,-26,1,0.5,-0.57,-4,-3,0.1
CCc1nnc(NC(=O)Nc2ccccc2OC)s1,19,-1,-19,-20,0.5,-0.19,2,2,-0.2
Clc1ccc(CNCc2cccs2)c(Cl)c1,9,14,-11,-17,0.3,0.25,3,-1,-1.5
Cc1cc(OCc2nn[nH]n2)c2c(C)c(Cc3ccccc3)c(=O)oc2c1,-12,i,-15,-13,-0.6,-3.6,2,-8,0.0
CC(C)CCOP(=O)(c1ccccc1)c1ccccc1,11,-1,-12,-8,-0.9,-0.25,-7,-10,-1.9
CC(=O)CCc1c(C)nc2ccc(C)cc2c1Cl,15,-17,-7,-20,0.5,0.0004,.,-4,-0.8
CNS(=O)(=O)c1cccc2cccnc12,5,20,-16[20 µM],-3,1.0,-0.57,-1,-7,-0.6
CC(=O)N1CCN(CCN=CC2=C(O)CC(c3ccco3)CC2=O)CC1 (centres undefined),0,12,-1,-18,0.4,0.82,-2,5,0.5
CCOc1ccc(S(=O)(=O)N(C)c2ccc(OCC(=O)Nc3nc(-c4cc(OC)ccc4OC)cs3)cc2)cc1,4,-84,-7,-63,0.7,-0.83,-13,-10,1.2
CC1(O)CC(c2ccc(Cl)cc2)=NN1C(=O)c1ccc([N+](=O)[O-])cc1 (centres undefined),23,-68,-32,-12,0.3,-1.4,-9,5,1.1
Cc1cc(C)nc(N2N=C(CSc3ccc(Cl)cc3)CC2=O)n1,3,-48,-23,4,0.7,-0.014,6,2,0.5
Cc1ccc(-c2nnc(SCC(=O)Nc3ccc4c(c3)OCCO4)n2N)cc1,14,-15,-24,-10,0.0,0.81,-4,-9,-1.0
COc1cccc(C(=O)N2CCN(C(=O)c3cccs3)CC2)c1OC,32,9,-21[20 µM],-15,0.9,.,-7,6,0.6
Cc1c(C(=O)NCc2ccc3c(c2)OCO3)oc2ccccc12,-5,18,-6[20 µM],5,-0.7,-0.53,-1,1,-1.4
CCOC(=O)c1cn2nc(Oc3ccc(C)cc3)ccc2n1,26,7,-14,-9,-0.9,-1.5,3,-1,-0.1
CCOc1nc2c(c(=O)n(C)c(=O)n2C)n1Cc1ccccc1Cl,-14,-8,-17,-7,0.4,-1.2,-4,5,1.2
CCCC(=O)Nc1ccc(N2CCN(C(=O)CCC)CC2)cc1,16,9,-16,-18,0.4,.,-2,4,1.6
COc1cccc(/C=N/NC(=S)Nc2cccc(S(=O)(=O)N(C)C)c2)c1,10,-1,-10,7,-0.9,0.89,-8,5,-1.0
CCOC(=O)CC1C(=O)NCCN1C(=O)Nc1ccc(Cl)cc1 (centres undefined),1,-10,-18[20 µM],-12,0.9,0.73,-5,-7,1.1
CCOc1ccc(OCCOc2ncnc3ccccc23)cc1,-3,18,1[20 µM],-13,0.5,.,-4,5,2.0
CC(=O)NC(=S)Nc1ccc(NC(=O)c2cccnc2)cc1,3,0,-16,-3,0.2,1,-4,-14,0.3
COc1ccc(OC)c(/C=N/N(C)c2ccccc2)c1,1,-11,-2[20 µM],-13,-0.1,0.046,-4,-29,-1.4
O=C(NCc1ccc(F)cc1)C1CCCN(S(=O)(=O)c2cccnc2)C1 (centres undefined),12,6,-25,-12,0.1,0.15,2,4,-0.2
COc1cc(OC)cc(C(=O)N2CCN(C3CCN(Cc4ccccc4)CC3)CC2)c1,-8,19,-10[20 µM],-4,1.1,-0.72,4,-3,-0.2
O=C(Cc1ccc(Cl)cc1)N/N=C1\CCCc2ccccc21,-12,-9,-11[20 µM],-4,0.3,.,0,3,0.6
CC(=O)c1cccc(NC(=O)COc2cc3oc(=O)c(CC(C)O)c(C)c3cc2Cl)c1 (centres undefined),21,-67,-17,10,0.6,-1.2,5,-11,0.8
Cc1c(C(=O)N(C)C)c2ccc(Cl)cc2n1O,12,11,-14,15,1.0,2.6,1,-4,-0.6
CN1CCN(C(=O)c2ccc(-n3cccn3)nc2)CC1,7,-22,-1,-5,0.2,-0.51,-4,3,2.8
CCOc1ccc2nnnn2n1,16,7,-8,-20,-0.4,.,-4,-4,-0.2

# Additional records.
SMILES,PPC-1+TRAIL kill,m-calpain inh,Furin inhibitor,EBV gp42 block,TRPML3 ag,Cl transport mod,thrombin 1536,TbHK1 inh,TRPN1 ag
CC(=O)c1cc(C)ccc1OC(=O)c1cccc2nc(C)oc12,11,15,3[20 µM],-8,0.2,0.0061,9,-7,0.1
Cc1ccc(S(=O)(=O)N2CCN(C(=O)c3nn(C(C)C)c(=O)c4ccccc34)CC2)cc1C,2,-5,-19[20 µM],-1,0.5,-0.77,0,21,-0.3
S=c1[nH]nc(-c2ccccc2)c2ccccc12,8,35,-1,-6,-0.4,.,-2,-13,-1.0
CCOC(=O)C(CC)n1cnc2c(nnn2-c2ccc(OC)cc2)c1=O (centres undefined),3,-37,-14,-14,0.3,.,-8,-2,2.3
NC(=O)C1(N2CCCCC2)CCN(C2CC(=O)N(Cc3cccs3)C2=O)CC1 (centres undefined),23,-14,-23[20 µM],-19,0.7,.,-2,-5,0.1
CCN(CC)Cc1c(O)c(Cl)cc2c3c(c(=O)oc12)CCCC3,9,i,-14[20 µM],-3,-0.1,0.65,-17,-18,-0.5
Cn1cccc1/C=N/NC(=O)Cc1ccccc1,-5,-2,-19,-17,0.2,1.4,1,-28,2.1
COc1cccc(NC(=O)N2CCCC2)c1,-3,2,-17,0,0.8,-0.34,4,-1,0.3

# Some values from the results shown:
# Cn1cccc1/C=N/NC(=O)Cc1ccccc1 in TRPN1 ag has 2.1
# COc1cccc(NC(=O)N2CCCC2)c1 in TRPML3 ag has 0.8
# Cc1ccc(S(=O)(=O)N2CCN(C(=O)c3nn(C(C)C)c(=O)c4ccccc34)CC2)cc1C in EBV gp42 block has -1

# Given with bars between the fields: part of the list above
mol | PPC-1+TRAIL kill | m-calpain inh | Furin inhibitor | EBV gp42 block | TRPML3 ag | Cl transport mod | thrombin 1536 | TbHK1 inh | TRPN1 ag
Cc1ccc(S(=O)(=O)N2CCN(C(=O)c3nn(C(C)C)c(=O)c4ccccc34)CC2)cc1C | 2 | -5 | -19[20 µM] | -1 | 0.5 | -0.77 | 0 | 21 | -0.3
CC(=O)c1cc(C)ccc1OC(=O)c1cccc2nc(C)oc12 | 11 | 15 | 3[20 µM] | -8 | 0.2 | 0.0061 | 9 | -7 | 0.1
CCN(CC)Cc1c(O)c(Cl)cc2c3c(c(=O)oc12)CCCC3 | 9 | i | -14[20 µM] | -3 | -0.1 | 0.65 | -17 | -18 | -0.5
